HDAC3 inhib: inhibitors of human histone deacetylase 3; O15379; recombinant HDAC3, fluorogenic peptide/trypsin coupled, fluorescence; inhibition, % at 8.3 µM; hit rate 0.15% among 320,000; AID 2718; in the data active = inhibition above about 26%, passing the limit was not always enough; inconclusive = no clear call, values can overlap the other calls
Target sequence (O15379 whole entry, looked up): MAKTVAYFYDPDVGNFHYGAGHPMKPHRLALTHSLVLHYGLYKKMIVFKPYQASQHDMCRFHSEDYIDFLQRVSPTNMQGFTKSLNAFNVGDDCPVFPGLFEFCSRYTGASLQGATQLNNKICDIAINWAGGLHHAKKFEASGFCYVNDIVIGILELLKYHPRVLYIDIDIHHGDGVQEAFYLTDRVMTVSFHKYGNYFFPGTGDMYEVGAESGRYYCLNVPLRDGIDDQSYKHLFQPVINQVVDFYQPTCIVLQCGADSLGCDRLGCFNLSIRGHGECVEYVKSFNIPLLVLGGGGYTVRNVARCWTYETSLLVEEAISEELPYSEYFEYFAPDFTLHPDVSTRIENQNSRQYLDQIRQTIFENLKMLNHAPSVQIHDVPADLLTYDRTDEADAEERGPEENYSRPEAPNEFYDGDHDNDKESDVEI
TMEM16A act: activators or potentiators of mouse TMEM16A chloride channel | hit rate 0.3% among 340,000 | B-score at 10 µM | AID 623877 | HEK293 TMEM16A/YFP-H148Q/I152L, iodide quench fluorescence; active compounds read low | Q8BHY3;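 active = fluorescence-ratio B-score plate-corrected deviation score at least 3 library SD below zero, with starting fluorescence score within 5 deviations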;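 also: channel opened by trigger with iodide after compound preincubation; score built on the fluorescence ratio of max minus min over baseline; more negative score means more quench and so TMEM16A activation or potentiation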
The depositor's hits bear a star; i = inactive; ? = inconclusive; & = joins results of further samples.

Fields – HDAC3 inhib	TMEM16A act
(1) CC1Cc2ccccc2N1C(=O)COC(=O)/C=C/c1cccc(F)c1 (stereo unspecified)
    12	i
(2) O=C(COC(=O)c1cccc(Cl)c1)NC(=O)NCc1ccccc1
    1	i
(3) CC(C#N)N1CCN(S(=O)(=O)c2ccc3c(c2)CCC3)CC1 (stereo unspecified)
    -1	i
(4) COc1cc(OC)cc(-c2c(-c3ccc(F)cc3)c3cc(-c4ccc(OC)nc4)ccc3n2C)c1
    -10	i
(5) CCCC1(c2ccccc2)NC(=O)N(CC(=O)Nc2ccc(N3CCOCC3)cc2)C1=O (stereo unspecified)
    0	i
(6) Cc1cc(Br)ccc1NC(=O)CN(C)C(=O)c1ccc2ccccc2n1
    -4	i
(7) CNc1ccc(C(=O)OCC(=O)NC(=O)NC2CCCC2)cc1[N+](=O)[O-]
    -2	i
(8) O=C(Nc1cccc(S(=O)(=O)N2CCCCCC2)c1)c1ccc(=O)[nH]c1
    -1	i
(9) COc1ccc(NC(=O)COc2ccccc2Cc2ccccc2)cn1
    1	i
(10) OCC(CBr)(CBr)CBr
    6	i
(11) Cc1ccc(N2C(=O)N(CC(=O)Nc3ccccc3C(F)(F)F)C(=O)C2C)cc1 (stereo unspecified)
    2	i
(12) C=CCn1c(SCC(=O)N(CC)C2CCS(=O)(=O)C2)nc2cc(C(=O)O)ccc2c1=O (stereo unspecified)
    -3	i
(13) COc1ccc(C(=O)N2CCCN(C)CC2)cc1S(=O)(=O)N(C)Cc1ccccc1
    2	i
(14) O=C(COC(=O)c1ccc([N+](=O)[O-])o1)NC1CCCc2ccccc21 (stereo unspecified)
    1	i
(15) NC(=O)c1ccsc1NC(=O)COC(=O)c1cnccn1
    5	i

Single records, from the list above. Order of screens: HDAC3 inhib | TMEM16A act
`COc1ccc(C(=O)N2CCCN(C)CC2)cc1S(=O)(=O)N(C)Cc1ccccc1` as listed: 2 | i
`C=CCn1c(SCC(=O)N(CC)C2CCS(=O)(=O)C2)nc2cc(C(=O)O)ccc2c1=O` (stereo unspecified) as listed: -3 | i
`CC(C#N)N1CCN(S(=O)(=O)c2ccc3c(c2)CCC3)CC1` (stereo unspecified) as listed: -1 | i
`Cc1ccc(N2C(=O)N(CC(=O)Nc3ccccc3C(F)(F)F)C(=O)C2C)cc1` (stereo unspecified) as listed: 2 | i
`OCC(CBr)(CBr)CBr` as listed: 6 | i

(list continues)
Fields – HDAC3 inhib	TMEM16A act
(16) COc1ccc(NC(=O)c2ccc(NC(=O)CN3CCC(C(N)=O)CC3)cc2)cc1
    3	i
(17) CC(C)Cn1c(SCC(N)=O)nnc1-c1cccc(S(=O)(=O)N2CCOCC2)c1
    -4	i
(18) Cc1ccc(C(=O)Cn2c(=N)n(CCN3CCOCC3)c3ccccc32)cc1
    -6	i
(19) Cc1ccc(S(=O)(=O)N2CCOCC2)cc1NC(=O)COC(=O)/C=C/c1ccc(F)cc1
    -5	i
(20) O=C(COc1ccc(Br)cc1F)NCC1(N2CCCCC2)CCCCC1
    0	i
(21) O=C(N[C@@H](Cc1ccccc1)C(=O)N1CCN(S(=O)(=O)c2cccc(F)c2)CC1)c1ccco1
    -8	i
(22) C[C@H]1CN([C@@H](C)CO)C(=O)c2cc(NC(=O)C3CCCCC3)ccc2O[C@H]1CN(C)C(=O)Nc1ccc2c(c1)OCO2
    -1	i
(23) COc1ccccc1C(=O)NCCC(=O)NC1CCC(C)CC1 (stereo unspecified)
    10	i
(24) COc1ccccc1CN(C)C(=O)c1ccccc1SCC(=O)N1CCCC1
    -4	i
(25) O=C(Cc1ccc(Br)cc1)Nc1cccc(S(=O)(=O)N2CCOCC2)c1
    -6	i
(26) Cc1ccc(CONC(=O)c2ccc(Cl)cc2)cc1
    -3	i
(27) NC(=O)CSc1nc2cc(S(=O)(=O)N3CCOCC3)ccc2o1
    1	i
(28) O=C(COC(=O)/C=C/c1ccc2c(c1)OCO2)NCc1ccccc1
    -2	i
(29) COCCn1c(SCC(=O)NC(=O)Cc2ccccc2)nc2ccccc2c1=O
    2	i
(30) Cc1csc(=O)n1CC(=O)Nc1ccc(Cl)c(Cl)c1
    -3	i
(31) O=C(COC(=O)c1ccc([N+](=O)[O-])o1)NCc1ccccc1
    -4	i
(32) C[C@H]1COC(=O)CCCC/C=C\C[C@H](CC(=O)N(CCO)Cc2ccccc2)C(=O)N1
    8	i
(33) CC(C)(C)[C@@H]1CCC(=O)N(CC[C@H](Sc2ccc(Br)cc2)c2ccccc2)CC1
    -4	i
(34) CC[C@@H](C)[C@@H]1CN([C@@H](C)CN2CCC[C@H]2CN2C(N)=NC[C@H]2CC(C)C)C(=N)N1CCc1ccc(Cl)c(Cl)c1
    2	i
(35) Cc1cc(C)c(C2=CC(=O)C[C@H](c3ccc4c(c3)OCO4)C2)c(C)c1
    -1	i
(36) Cc1ccc(C(=O)O)cc1NC(=O)C1CCN(S(=O)(=O)c2ccc3c(c2)OCCO3)CC1
    1	i
(37) CC1(C)C(=O)Nc2ccccc2N1C(=O)COC(=O)CSc1ccc(Cl)cc1
    3	i
(38) CN(CC(=O)Nc1cccc(F)c1)CC(=O)N1CCc2ccccc21
    -8	i
(39) Cc1cc(=O)[nH]c(SCC(=O)N2CCN(C(=O)c3ccco3)CC2)n1
    12	i
(40) COc1cccc(/C=C/C(=O)OCC(=O)NC2CC2)c1OC
    2	i
(41) Cc1ccc(Cl)cc1NC(=O)Cn1c(C)csc1=O
    1	i
(42) COc1ccc(C(=O)NC2CCC(O)CC2)cc1S(=O)(=O)NCc1ccc(Cl)cc1 (stereo unspecified)
    4	i
(43) CSc1ccccc1C(=O)OCC(=O)NCCN1C(=O)CSC1=O
    1	i
(44) CNc1ccc(C(=O)OCC(=O)NC(=O)NC2CCCCC2)cc1[N+](=O)[O-]
    -5	i
(45) C[C@H](CO)N1C[C@H](C)[C@@H](CN(C)C(=O)Nc2ccc3c(c2)OCO3)Oc2c(NC(=O)C3CCCCC3)cccc2C1=O
    -2	i
(46) O=C(Nc1ccc(OC(F)(F)F)cc1)C1CC(=O)N(Cc2ccco2)C1 (stereo unspecified)
    4	i
(47) COc1ccc(CCN2CC(C(=O)Nc3nccs3)CC2=O)cc1OC (stereo unspecified)
    2	i
(48) C#CCOCCOCCOCCNc1nc(N2CCN(C(=O)[C@H](CCCCN)n3cc(CN)nn3)CC2)nc(N2CCN(C(=O)[C@H](CC(N)=O)n3cc(C(N)[C@H](C)CC)nn3)CC2)n1 (stereo partly specified)
    0	i
(49) Cc1cccc(C)c1NC(=O)CN1CCN(CC(=O)NCC2(N3CCCCC3)CCCCC2)CC1
    8	i
(50) Fc1ccccc1-c1cc2ncccc2cn1
    -4	i
(51) COc1ccc(Cl)cc1C(=O)NNC(=O)c1cccs1
    -6	i
(52) O=C(Nc1ccc(Cl)c(S(=O)(=O)N2CCOCC2)c1)c1n[nH]c(=O)c2ccccc12
    -6	i
(53) CCOc1ncccc1C(=O)OCCCC(=O)c1ccc(Br)cc1
    6	i
(54) Cc1ccc(C)c(NC(=O)CCC(=O)NNS(=O)(=O)c2ccc(Cl)cc2)c1
    -1	i
(55) Cc1ccc(S(=O)(=O)NCC(=O)OCC(=O)Nc2ccc(C)c(S(=O)(=O)N3CCOCC3)c2)cc1
    -2	i
(56) O=C(COC(=O)c1ccc(Br)o1)NCc1ccc2c(c1)OCO2
    -7	i
(57) N#Cc1ccc(OCC(=O)Nc2ccc(N3CCCC3)cc2)cc1
    4	i
(58) CN(Cc1ccc(F)cc1)C(=O)CNC(=O)c1cccs1
    -10	i
(59) C[C@H]1CN([C@@H](C)CO)C(=O)Cc2cc(NC(=O)Cn3cnnn3)ccc2O[C@H]1CN(C)Cc1ccncc1
    5	i
(60) Cc1ccc(C(=O)CCC(=O)Nc2ncccc2C)cc1
    9	i
(61) COc1cccc(S(=O)(=O)NC2CCN(C#N)C2)c1 (stereo unspecified)
    3	i
(62) CCOc1ccc(S(=O)(=O)NCCC(=O)NCc2ccc(OC)c(OC)c2)cc1
    2	i
(63) O=C1c2ccccc2C(=O)N1CCCCc1cn(C[C@H]2CC[C@@H]([C@@H]3CC[C@H](Cn4cc(CCCCN5C(=O)c6ccccc6C5=O)nn4)O3)O2)nn1
    0	i
(64) COc1ccc(C(=O)COC(=O)c2sccc2C)cc1OC
    8	i
(65) CCCN(C(=O)c1cc(C)ccc1C)c1c(N)n(Cc2ccccc2)c(=O)[nH]c1=O
    2	i
(66) COCCn1cnnc1SCC(=O)Nc1ccc(N2CCCCC2)cc1
    0	i
(67) O=C(Nc1ccc2c(c1)OCO2)c1ccccn1
    4	i
(68) COc1ccccc1C1=CC(=O)C[C@H](c2ccc(F)cc2)C1
    -1	i
(69) Cc1ccc(SCC(=O)NNC(=O)CNC(=O)c2ccc(Br)cc2)cc1
    1	i
(70) C=CCC[C@@H](Cc1ccc(F)cc1)C(=O)OC[C@H](C)NC(=O)[C@H](CC=C)CC(=O)N(CCO)Cc1ccccc1
    ?	i
(71) CC(NC(=O)COC(=O)c1ccccc1O)C1CC2CCC1C2 (stereo unspecified)
    9	i
(72) Cc1ccc(NS(=O)(=O)c2cccc(C(=O)N3CCN(C(=O)c4ccco4)CC3)c2)cc1
    0	i
(73) CC(C(=O)Nc1ccc(S(=O)(=O)N2CCCC2)cc1)N1CCN(c2ccccc2O)CC1 (stereo unspecified)
    -3	i
(74) Cc1ccc(S(=O)(=O)N2CCN(C(C)C(=O)NCC(C)c3ccccc3)CC2)cc1 (stereo unspecified)
    6	i
(75) O=C(O)c1cc(S(=O)(=O)N2CC=C(c3ccccc3)CC2)ccc1O
    -4	i

The list continues.
Fields – HDAC3 inhib	TMEM16A act
(76) CCN(CC(=O)Nc1ccc(OC)cc1)C(=O)c1ccc(Cl)c(S(=O)(=O)N2CCCC2)c1
    1	i
(77) O=C(Cc1c(F)cccc1Cl)NNC(=O)c1ccncc1
    5	i
(78) Cn1c(SCC(=O)NC(=O)NCc2ccccc2)nnc1C(F)(F)F
    0	i
(79) Cc1sc2ncnc(SCC(=O)NCC3CCCO3)c2c1C (stereo unspecified)
    1	i
(80) CCCCN(C(=O)CSc1ncn[nH]1)c1c(N)n(Cc2ccccc2)c(=O)[nH]c1=O
    5	i
(81) NS(=O)(=O)c1cccc(NC(=O)COC(=O)CC2Sc3ccccc3NC2=O)c1 (stereo unspecified)
    0	i
(82) C[C@H](CO)N1C[C@H](C)[C@@H](CN(C)C(=O)Nc2ccc(C(F)(F)F)cc2)Oc2c(NC(=O)NC3CCCCC3)cccc2C1=O
    17	i
(83) CC[C@@H](C)[C@@H]1CN([C@@H](C)CN2CCC[C@H]2CN2C(N)=NC[C@@H]2Cc2ccccc2)C(=N)N1CCCC1CCCC1
    -3	i
(84) COc1ccccc1CNC(=O)COC(=O)c1ccc(Cl)nc1
    1	i
(85) C[C@H](NC(=O)c1ccccc1Cl)C(=O)OCC(=O)N1CCN(c2ccccc2)CC1
    -8	i
(86) Cc1ccc(S(=O)(=O)N2CCN(C(=O)CCOc3cc(C)ccc3C)CC2)cc1
    2	-44*
(87) CC(C)(C)OC(=O)NCc1ccc(NC(=O)c2nc[nH]c2C(=O)NCCCCNC(=O)c2[nH]cnc2C(=O)Nc2ccc(CNC(=O)OC(C)(C)C)cc2)cc1
    -10	i
(88) COc1ccc([N+](=O)[O-])cc1NS(=O)(=O)c1cccc(C(=O)OC2CCOC2=O)c1 (stereo unspecified)
    3	i
(89) CCC(C)N(C(=O)CSc1nncn1C)C1CCS(=O)(=O)C1 (stereo unspecified)
    2	i
(90) CC(CCC(C)C(C)(C)C)[C@@H]1CC[C@H]2C3C[C@H](OS(O)(=S)=S)[C@H]4C[C@H](OS(O)(=S)=S)[C@@H](OS(O)(=S)=S)C[C@]4(C)[C@H]3CC[C@]12C (stereo partly specified) (tested in a mixture with another compound)
    5&-2	-11*
(91) Nn1c(SCC(=O)NC2CCCCCC2)nnc1C(F)(F)F
    -6	i
(92) C[C@H](CO)N1C[C@H](C)[C@@H](CN(C)S(C)(=O)=O)Oc2c(NC(=O)c3ccncc3)cccc2C1=O
    0	i
(93) CCCCCCn1nc(C(=O)N(CCCC)c2c(N)n(CCC)c(=O)[nH]c2=O)c2ccccc2c1=O
    -2	i
(94) Cc1noc(NS(=O)(=O)c2ccc(NC(=O)/C=C/c3ccccc3)cc2)c1C
    0	i
(95) CC(=O)NCc1ccc(-c2csc(NC(=O)CCc3nc4ccccc4c(=O)[nH]3)n2)s1
    0	i
(96) O=C(CCNC(=O)c1ccco1)NCc1ccc(F)cc1
    4	i
(97) CCCNC(=O)C(Cc1ccc(OC)cc1)NC(=O)c1ccc(Cl)cc1 (stereo unspecified)
    3	i
(98) Cn1nnnc1Sc1ncnc2scc(-c3ccc(C#N)cc3)c12
    1	i
(99) CCOC(=O)c1ccc(S(=O)(=O)NNc2ccc(C(F)(F)F)cn2)cc1
    -2	i
(100) CC(=O)NC12CC3CC(C1)CC(C(=O)N(C)CC(=O)Nc1ccc(F)c(F)c1F)(C3)C2
    -1	i
(101) NS(=O)(=O)c1cccc(NC(=O)COC(=O)CCN2C(=O)c3ccccc3C2=O)c1
    4	i
(102) COc1ccc(C(C)=O)cc1COC(=O)c1ccc2c(c1)OCCO2
    10	i
(103) O=C(/C=C/c1ccc(S(=O)(=O)N2CCOCC2)cc1)NC(CO)C(O)c1ccc([N+](=O)[O-])cc1 (stereo unspecified)
    -1	i
(104) O=C(COC(=O)c1ccc2ccccc2n1)Nc1ccccc1Br
    -1	i
(105) Cc1ccccc1Nc1nc(N)nc(COC(=O)c2ccco2)n1
    14	i
(106) CCCN(C1CCS(=O)(=O)C1)S(=O)(=O)c1cc(OC)ccc1OC (stereo unspecified)
    -2	i
(107) Cc1ccc(OCC(=O)OC(C)C(=O)NC2CCCCC2C)cc1C (stereo unspecified)
    11	i
(108) C=CCn1c(SCC(=O)Nc2cccc(S(N)(=O)=O)c2)nc2sc(C)c(C)c2c1=O
    2	i
(109) Cc1ccc(NC(=O)Cc2nc(CN(C)CC(=O)Nc3ccc(C)cc3)cs2)cc1
    9	i

Source: PubChem BioAssay

Only part of the results is shown; rates above refer to the full screens.
